High-throughput results as filed in PubChem BioAssay.
mIAP block: blocks mouse intestinal alkaline phosphatase; purified mouse IAP, CDP-Star luminescence, 30 min; inhibition, % at 10 µM; actives 0.2% (n = 330,000); AID 2806;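 active = inhibition of at least 40% at 10 µM in the primary screen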;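 also: plate controls were DMSO with enzyme for no effect and no enzyme wells for full effect; values of inactives mirror those of a sister screen read the other way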
A3A deaminase: inhibitors of human APOBEC3A DNA deaminase; P31941; recombinant A3A, FAM/TAMRA ssDNA deamination fluorescence; inhibition, % at 20 µM; actives 0.41% (n = 330,000); AID 493011;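 active = at least 40% inhibition at 20 µM here, with at most 30% in a related deaminase screen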;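 also: plate controls were A3A with DMSO for no effect and wells lacking A3A enzyme for full effect; some results filed as inactive read as strong as hits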
Target sequence (P31941 whole entry, looked up): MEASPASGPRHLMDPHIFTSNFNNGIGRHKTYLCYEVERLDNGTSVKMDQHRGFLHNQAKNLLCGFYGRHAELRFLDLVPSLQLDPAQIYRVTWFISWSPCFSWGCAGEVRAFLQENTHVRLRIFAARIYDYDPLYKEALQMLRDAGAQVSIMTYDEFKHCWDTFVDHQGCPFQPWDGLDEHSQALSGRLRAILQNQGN
hIAP activ: increases human intestinal alkaline phosphatase activity; AID 2524; purified human IAP, CDP-Star luminescence, 30 min; hits give high values; 1 = vehicle-only enzyme, 0 = enzyme-free background; actives 0.16% (n = 330,000); activation factor at 10 µM;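 active = activation factor of the enzyme at least 2-fold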; also: the source names both 10 and 20 µM as test concentration; values of inactives mirror those of a sister screen read the other way
ATG4B inh: inhibitors of human ATG4B cysteine protease | ATG4B cleavage of LC3-PLA2, NBD-HPC fluorescence, 1 h | inhibition, % at 8.33 µM | actives 0.51% (n = 340,000) | AID 504462; in the data active = inhibition above about 40%
hIAP inh: human IAP inhibition; P09923; purified IAP, CDP-Star luminescence, 30 min; inhibition, % at 10 µM; actives 0.12% (n = 330,000); AID 2544;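 active = inhibition reaching a set limit with compound at 10 µM in the primary screen, cut at about 35% in these data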;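 also: plate controls were DMSO wells with enzyme for no effect and no-enzyme buffer wells for full effect; values of inactives mirror those of a sister screen read the other way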
HKDC1 inh: HKDC1 (human) hexokinase inhibition | Q2TB90 | recombinant HKDC1, G6PDH/diaphorase resazurin coupled fluorescence | inhibition, % at 20 µM | actives 0.16% (n = 340,000) | AID 493160;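 active = inhibition above about 35% when tested at 20 µM, limit read from the data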;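 also: plate controls were DMSO wells with enzyme for no effect and DMSO wells lacking enzyme for full effect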
Target sequence (Q2TB90 whole entry, looked up): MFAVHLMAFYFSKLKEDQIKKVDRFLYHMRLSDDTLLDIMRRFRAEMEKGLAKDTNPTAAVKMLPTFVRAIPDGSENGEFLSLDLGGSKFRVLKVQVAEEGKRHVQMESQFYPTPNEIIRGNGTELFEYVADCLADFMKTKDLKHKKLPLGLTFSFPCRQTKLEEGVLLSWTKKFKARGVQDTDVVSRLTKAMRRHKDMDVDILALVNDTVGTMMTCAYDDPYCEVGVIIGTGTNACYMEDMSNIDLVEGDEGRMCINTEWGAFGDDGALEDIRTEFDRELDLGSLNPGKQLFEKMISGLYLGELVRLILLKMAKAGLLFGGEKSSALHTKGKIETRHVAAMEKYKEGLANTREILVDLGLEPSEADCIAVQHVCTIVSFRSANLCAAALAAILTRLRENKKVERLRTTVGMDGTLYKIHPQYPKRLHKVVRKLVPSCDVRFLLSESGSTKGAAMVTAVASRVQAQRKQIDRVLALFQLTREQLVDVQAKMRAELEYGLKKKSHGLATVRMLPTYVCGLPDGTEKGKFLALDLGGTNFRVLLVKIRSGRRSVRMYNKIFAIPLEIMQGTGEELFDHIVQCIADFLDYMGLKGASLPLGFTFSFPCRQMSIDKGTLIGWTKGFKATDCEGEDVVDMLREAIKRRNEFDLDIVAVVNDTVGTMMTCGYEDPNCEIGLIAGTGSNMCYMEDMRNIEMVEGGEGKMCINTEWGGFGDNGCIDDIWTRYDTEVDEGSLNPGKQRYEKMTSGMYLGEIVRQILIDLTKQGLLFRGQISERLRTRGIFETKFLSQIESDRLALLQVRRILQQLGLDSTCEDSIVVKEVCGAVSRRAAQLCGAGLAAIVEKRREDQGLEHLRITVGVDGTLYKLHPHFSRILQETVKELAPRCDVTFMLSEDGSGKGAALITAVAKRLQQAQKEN
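System: Recombinant HKDC1 hexokinase | Amount: HKDC1 at 5 µg/mL | Reagent: Glucose with 1 mM ATP | Doses: Single 20 µM dose | Incubation: Reaction time 90 min, room temperature, protected from light | Signal: Coupled resazurin fluorescence, excitation 525 nm, emission 613 nm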
PfGluPho inh: PfG6PD (Plasmodium falciparum) enzyme inhibition; AID 504690; inhibition, % at 20 µM; PfGluPho enzyme, NADPH resazurin-diaphorase fluorescence; actives 0.78% (n = 350,000);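 active = inhibition reaching at least a set limit at 20 µM in the primary screen, cut at about 59% in these data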;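 also: 0% = DMSO wells with substrate and 100% = DMSO wells lacking glucose-6-phosphate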
mIAP activ: increases mouse intestinal alkaline phosphatase activity; muIAP, CDP-Star luminescence, 30 min; hits give high values; 1 = vehicle-only enzyme signal, 0 = enzyme-free wells; activation factor at 10 µM; actives 0.24% (n = 330,000); AID 2805;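 active = activation factor of at least 2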; also: the source names both 10 and 20 µM as test concentration; values of inactives mirror those of a sister screen read the other way
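Assay system: mouse IAP enzyme; reagent: chemiluminescent substrate CDP-Star; dosing: test compounds delivered from DMSO solution; schedule: 30 min at room temperature; measured by: luminescence from enzymatic CDP-Star hydrolysis; controls: DMSO-only wells and no-enzyme negative control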
* = called active by the depositor; nt = no result given; & = joins results of further samples. Compounds were not picked by outcome; about 2.4% have a hit in one of these screens.

SMILES	mIAP block	A3A deaminase	hIAP activ	ATG4B inh	hIAP inh	HKDC1 inh	PfGluPho inh	mIAP activ
COc1ccc2c(CC(=O)N(C)CC3COc4ccccc4O3)coc2c1 (stereo not given)	7.7	-2.5	0.859	-12.5	14.1	-8.4	-27.2	0.923
CC1CCN(C(=O)c2ccccc2NC(=O)Cc2ccccc2)CC1	0.6	0.3	1.09	-4.9	-8.9	1.5	-9.7	0.994
COc1ccc2c(C)cc3nncn3c2c1	-7.6	1.4	1.01	-0.2	-1.4	1.4	5.1	1.08
CCCn1c(SC(C)C(=O)NCC2CCCO2)nc2sc3c(c2c1=O)CCC3 (stereo not given)	8.0	1.1	1.06	19.9	-6.2	-2.7	16.0	0.92
Cc1ccc2c(c1)N(CC(=O)N1CCCC1)C(=O)CO2	1.5	0.1	0.957	5.4	4.3	-2.2	-16.9	0.985
O=C(Nc1ccc2oc(=O)ccc2c1)c1ccc(-c2cccc([N+](=O)[O-])c2)o1	5.3	-2.6	0.978	5.5	2.2	11.7	-5.4	0.947
O=C(NC(=S)NCc1ccc(F)cc1)c1ccccc1	7.5	-1.4	0.961	21.3	3.9	-1.5	-4.3	0.925
CC(Oc1ccccc1)C(=O)N1CCN=C1SCc1ccc(F)cc1 (stereo not given)	-2.9	-0.6	1.03	-10.6	-3.2	-1.8	1.4	1.03
O=C(c1cccs1)N(c1ccc(Br)cc1)C1C=CS(=O)(=O)C1 (stereo not given)	12.4	-2.4	1.06	6.2	-6.3	-1.8	-19.6	0.876
CC(C)(C)c1ccc(C(=O)NCC(=O)OCC(=O)Nc2nc(-c3ccc(F)cc3)cs2)cc1	-3.9	5.4	1.07	-1.8	-7.1	-11.0	10.2	1.04
O=C(O)c1ccc(N/N=C/c2cccc(C(F)(F)F)c2)cc1	-3.7	0.4	1.14	-3.8	-14.1	3.6	0.4	1.04
CCCOc1ccc(OCCNC2CCCC2)cc1	7.1	-2.1	1.03	6.2	-3.1	1.5	-9.3	0.929
CCCNC(=O)c1nc2ncc(Br)cn2n1	3.2	8.7	1.81	-1.1	-81.5	-3.6	-11.4	0.968
CCN(C[C@H]1N[C@@](CC)(C(=O)OC)[C@H]2C(=O)N(Cc3ccccc3)C(=O)[C@@H]12)C(=O)Nc1ccc(C(F)(F)F)cc1	6.7	-5.5	0.957	-5.8	4.3	-4.0	-1.1	0.933
CCN(CC)S(=O)(=O)c1ccc(/C=C/C(=O)OCC(=O)N(C(C)C)C(C)C)cc1	-1.1	1.0	0.971	-7.8	2.9	2.5	7.7	1.01
N#Cc1ccc(S(=O)(=O)N2CCN(CC(=O)Nc3ccccc3C(=O)NC3CC3)CC2)cc1	5.4	-0.5	0.817	0.0	18.3	-0.6	-5.0	0.946
O=C(CCNC(=O)c1ccccc1Cl)Nc1ccc(Br)c(C(F)(F)F)c1	-10.6	0.3	1.22	-4.8	-22.3	9.5	3.8	1.11
Cc1ccccc1OCC(=O)Nc1nnc(-c2ccco2)s1	17.8	6.1	0.859	-0.3	14.1	-1.6	-10.9	0.822
CCN(CC)c1ccc(/C=N/Nc2nc(C)cc(C)n2)c(O)c1	6.2	0.3	1.46	-7.5	-46.3	17.9	42.6	0.938
Cc1cccc(C(=O)OCC(=O)c2ccc3c(c2)OCO3)c1O	3.3	5.8	0.86	6.2	14.0	-5.7	4.4	0.967
Cc1nc(Cl)c(C(=O)NCc2ccccc2)c(C)c1[N+](=O)[O-]	4.8	-3.2	0.892	-2.0	10.8	-1.0	-2.4	0.952
COCC1CCN(C(=O)c2cc(COc3ccc4ncccc4c3)on2)CC1	-3.3	-3.2	0.866	-1.0	13.4	-5.4	0.3	1.03
CCn1c(=NC(=O)c2ccc(N3C(=O)CCC3=O)cc2)sc2c(OC)ccc(OC)c21	16.0	5.6	0.985	-11.0	1.5	1.7	-10.1	0.84
Cc1ccc(C(=O)NCCCN2CCOCC2)c(C)c1	2.0	-7.5	1.16	2.1	-15.8	-8.7	-0.8	0.98
Clc1ccc(-c2csc(N/N=C/c3ccc4c(c3)OCO4)n2)cc1	15.1	0.4	1.15	-5.0	-15.0	-1.2	2.4	0.849

Look-ups from above.
`O=C(NC(=S)NCc1ccc(F)cc1)c1ccccc1` @ HKDC1 inh: -1.5
`CC1CCN(C(=O)c2ccccc2NC(=O)Cc2ccccc2)CC1` @ hIAP inh: -8.9
`CC(Oc1ccccc1)C(=O)N1CCN=C1SCc1ccc(F)cc1` (stereo not given) @ mIAP block: -2.9

(further entries)
SMILES	mIAP block	A3A deaminase	hIAP activ	ATG4B inh	hIAP inh	HKDC1 inh	PfGluPho inh	mIAP activ
CSc1nnc(Nc2ccccc2C)s1	3.3	0.2	0.892	-2.3	10.8	3.0	3.2	0.967
Cc1ccc(N(Cc2ccccc2F)S(C)(=O)=O)c(C)c1	4.9	-1.6	1.06	-0.4	-5.9	-8.7	10.8	0.951
Cc1ccc(OCC(=O)N(C)CC(=O)Nc2ccccc2Cl)c([N+](=O)[O-])n1	38.8	1.6	0.898	-0.1	10.2	-4.8	-13.3	0.612
COC(c1ccccc1)(c1ccccc1)C(Oc1nccc(C)n1)C(=O)O (stereo not given)	0.4	-7.7	0.979	-7.5	2.1	-1.2	10.4	0.996
CCC(C(=O)NC1CCCC1)N(C(=O)Cn1nnc(-c2ccc(C)cc2)n1)C1CCCC1 (stereo not given)	-30.2	-1.5	1.14	-4.0	-13.7	-2.9	4.6	1.3
CCSC1(SCC)N=C(N)C2(C#N)C(c3ccccc3)NC3=C(CCC3)C12C#N (stereo not given)	5.0	2.5	1.06	-4.3	-5.7	-2.1	3.8	0.95
COc1ccc(C(=O)n2c(C)c(CCO)c(=O)n2C)cc1	11.2	-1.8	0.979	3.9	2.1	-3.7	-3.5	0.888
CC1CCN(CCCOc2ccc(Cl)cc2Br)CC1	6.8	4.3	0.877	-19.2	12.3	-7.8	-7.8	0.932
CC(C)(C)C(=O)Nc1ccc(C(=O)COC(=O)C2CC2)cc1	3.5	-1.8	1.13	6.7	-12.8	-0.4	-2.8	0.965
CC1CCCCN1S(=O)(=O)c1ccc(NC(=O)c2cccs2)cc1 (stereo not given)	7.3	-2.0	1.04	-9.8	-3.7	-9.2	39.5	0.927
CCN(CC)CCNC(=O)c1ccc(NC(C)=O)cc1	4.9	-3.9&-5.5	0.942	0.5&0.1	1.6	-3.5&-4.7	4.0&0.1	1.01
Cc1c2ccccc2nc2c(F)c(N(C)C)c(F)c(F)c12	3.5	-3.8	1.14	17.5	-14.2	-1.2	1.4	0.965
CCn1cc(S(=O)(=O)N2CCN(Cc3ccc(F)cc3)CC2)cn1	2.0	-3.1	0.969	-4.3	3.1	-9.3	-0.2	0.98
CCc1nnc(NC(=O)CSc2nc(C)cc(C)c2C#N)s1	-8.1	-2.5	0.945	-36.1	5.5	-2.7	-3.5	1.08
CCc1c(C)sc(NC(=O)OC)c1C(=O)N1CCOCC1	-0.7	-4.6	1.47	-11.2	-46.6	-15.5	2.4	1.01
COc1cc([N+](=O)[O-])ccc1-c1ccc(/C=N\n2cnnc2)o1	-1.0	-3.0	0.956	1.5	4.4	1.0	4.4	1.01
COc1cc(S(=O)(=O)NC(Cc2c[nH]c3ccccc23)C(=O)O)ccc1NC(C)=O (stereo not given)	-1.3	-5.3	1.26	-2.4	-26.1	-1.3	-17.1	1.01
CC(C)NC(=O)COC(=O)c1ccccc1Oc1ccccc1	-4.1	1.5	0.855	-4.7	14.5	1.5	-7.0	1.04
CN1CCN(C2Cc3ccccc3Sc3ccc(Cl)cc32)CC1 (stereo not given)	10.9	0.0	1.02	7.3	-2.5	-4.3	8.3	0.891
CCOC(=O)c1ccccc1NC(=O)c1cccnc1	2.3	-1.3	0.991	-5.6	0.9	-1.9	-6.1	0.977
CCCC1C2C(=O)N(c3ccccc3OC)C(=O)C2ON1c1ccccc1 (stereo not given)	5.8	2.4	1.01	11.9	-1.5	-6.0	-28.6	0.942
Cc1ccc(C(=O)Nc2ncccc2C)cc1S(=O)(=O)N1CCCCC1	3.2	-0.8	1.02	-0.6	-1.9	-2.8	1.4	0.968
Cc1cc(C)nc(SCc2nnc(SCC(=O)N3CCOCC3)o2)n1	1.0	-2.1	0.932	7.6	6.8	-0.4	15.7	0.99
N#C/C(=C\Nc1ccc(F)c(Cl)c1)S(=O)(=O)c1ccccn1	-0.2	0.1	0.915	12.7	8.5	-0.9	-12.4	1
CC1=C(C(=O)OC2CCCCC2)C(c2ccc(N(C)C)cc2)NC(=O)N1 (stereo not given)	-4.1	-4.6	1.16	3.3	-15.8	3.7	-3.5	1.04
(listing goes on)
SMILES	mIAP block	A3A deaminase	hIAP activ	ATG4B inh	hIAP inh	HKDC1 inh	PfGluPho inh	mIAP activ
CCOc1ccccc1OCCNC1CCCC1	7.2	-0.7	1.02	-7.5	-2.2	-7.8	-21.0	0.928
CCC(C)NC(=S)N1CCN(Cc2ccccc2)CC1 (stereo not given)	10.0	-4.3	0.996	3.5	0.4	-9.5	-8.6	0.9
O=C(c1ccc(CS(=O)Cc2ccccc2Cl)o1)N1CCN(c2cccc(Cl)c2)CC1 (stereo not given)	-3.6	1.4	1.07	37.4	-7.5	4.7	-22.5	1.04
COc1cccc(NC(=O)CCC(=O)N2CC(C)Oc3ccc(C)cc32)c1 (stereo not given)	-9.1	-0.1	0.922	16.1	7.8	-4.2	12.2	1.09
O=C(O)Cn1c(P(=O)(O)c2ccccc2)nc2ccccc21	6.4	-1.5	0.708	-1.9	29.2	-0.1	-7.8	0.936
CC(C)(C)C1CCc2c(sc(NC(=O)CSc3ncn[nH]3)c2C#N)C1 (stereo not given)	10.2	0.1	1.3	12.8	-30.0	-2.9	40.3	0.898
CCn1c(-c2cc(-c3ccc(C)cc3)nc3ccccc23)n[nH]c1=S	2.5	-8.1	1.12	-6.2	-11.9	-1.1	32.0	0.975
CCCCn1c(SCc2cc(=O)[nH]c3ccccc23)nc2c1c(=O)n(C)c(=O)n2C	-0.8	-0.5	1.18	nt	-17.9	nt	nt	1.01
O=S(=O)(Nc1cccc(-n2cnnn2)c1)c1ccc(F)cc1	2.4	-1.3	0.97	7.0	3.0	-3.8	13.4	0.976
CN(C)C(=O)c1ccc(NS(=O)(=O)c2ccc3c(c2)OCCO3)cc1	-2.8	-1.2	1.02	0.3	-1.7	-1.0	-5.6	1.03
CC(=O)c1c(C)[nH]c(C(=O)Nc2cc(C)cc(C)c2)c1C	-13.5	-2.9	0.922	-18.8	7.8	5.1	2.5	1.14
CC(=O)C1=C(C)NC(SCC(N)=O)=C(C#N)C1CC(C)C (stereo not given)	12.6	-4.5	1.14	-2.4	-14.1	-0.3	14.6	0.874
CC(=O)N1CCc2cc(Br)cc(S(=O)(=O)N3CCCCCC3)c21	-3.0	1.6	0.992	-14.6	0.8	-4.4	-0.8	1.03
C=CCn1c(CSCc2ccc(Cl)cc2Cl)nnc1SCC(=O)Nc1ccc(C(=O)O)cc1	3.3	-5.8	1.15	6.2	-15.3	-2.1	-12.8	0.967
COCCN1C(=O)N[C@@H](c2ccccc2)[C@H](C(=O)OC)[C@H]1C	-3.2	-0.7	0.844	6.1	15.6	-0.5	-4.0	1.03
CC(=O)c1cccc(NC(=O)c2ccco2)c1	0.8	-12.0	1.18	-7.3	-17.8	-4.7	-14.4	0.992
O=c1[nH]c(=O)n([C@H]2C[C@H](O)[C@@H](CO)O2)cc1C(F)(F)F	0.8	-5.9	0.942	7.7	5.8	-6.5	-3.0	0.992
